Source: PubChem
BRCA1 expr act: activators of BRCA1 expression | MCF7-BRCA1-FFLuc reporter, luminescence, 48 h; response scale: scaled: vehicle 0%, 10 µM genistein 100% | Potency, µM (doses to about 46.1 µM), without a hit: top-dose activation, hits mostly activators | 1.1% of 380,000 active | AID 624202; active means well fitted activation curve with a large enough effect; inconclusive means small, poorly fitted or top-dose-only effect; inactive means no such curve, though single readings can be large or run the other way; further: nearly all actives have a fitted effect of over 80% in size; some results filed as inactive show a strong effect at the top dose
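Quantitative HTS in MCF7 cells stably reporting BRCA1 expression via firefly luciferase. Compound treatment lasts 48 h at 37 °C in phenol-red free MEM. Activation is expressed relative to genistein at 10 microM and DMSO.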
* = called active by the depositor; ? = inconclusive. Potency means the concentration at half of the fitted maximal effect. This is a subset; count on the stated rates, not on these rows.

SMILES	BRCA1 expr act
Cc1ccc(-c2nc3ccc(Cl)cn3c2Cc2ccccc2)cc1	10µM*
CN[C@@H](CO)C(=O)NC[C@H]1O[C@@H](n2cnc3c(N)ncnc32)[C@H](O)[C@@H]1O	0%
CCC[C@H]1CN(c2ccccc2)C(=O)[C@@H]1CC(=O)Nc1ccccc1	2%
COc1c2ccccc2nn1C(C)C	9%
CC(O)(c1cccnc1)c1nc(-c2ccc3c(c2)OCO3)cs1 (stereo unspecified)	-6%
Cc1onc(-c2ccccc2Cl)c1C(=O)NCc1nnnn1-c1ccc(F)c(F)c1	6%
Cc1ccccc1-c1n[nH]nc1C1=CC(=O)CC(C)(C)C1	1%
CSc1ccc(/C=C2\C=C(C(O)c3ccc(SC)cc3)c3ccccc32)cc1 (stereo unspecified)	0%
Cc1ccc(C(=O)OCC(=O)Nc2cccc(S(=O)(=O)N3CCCCC3)c2)s1	-1%
Cc1cc(Oc2cccc3c2S(=O)(=O)N(C2CCCC2)CC(COCc2ccccc2)O3)cc(C)c1C (stereo unspecified)	0%
COc1ccccc1N1CCN(CC(=O)NC(=O)NCc2ccccc2)CC1	0%
O=C(C[C@@H]1C[C@@H]2c3cc(NC(=O)C4CCOCC4)ccc3O[C@@H]2[C@H](CO)O1)NCc1ccccn1	3%
COc1ccc(Cl)cc1Cn1c(C)c(C(=O)NCc2ccccc2C(F)(F)F)sc1=O	0%
CCCn1c(N)c(N(CCOC)C(=O)CSc2cc(C)c3ccccc3n2)c(=O)[nH]c1=O	-1%
C(=Nc1cnc2ccccc2c1)c1cccnc1	0%
Cc1onc(-c2ccccc2)c1C(=O)OCC(=O)N1CCCCC1	-4%
O=C(Cc1ccccc1[N+](=O)[O-])NCC(O)c1ccc2c(c1)OCO2 (stereo unspecified)	-11%
O=C(Nc1ccc(-c2ccco2)cc1)C1CCCN(Cc2ccco2)C1 (stereo unspecified)	19%
CCc1cc(-c2ccc3c(c2)COc2c4ccccc4nn2-3)on1	30%
C[C@@H]1CCCCO[C@H](CN(C)Cc2ccc(C(=O)O)cc2)[C@@H](C)CN([C@H](C)CO)C(=O)c2cc(NC(=O)CCC(F)(F)F)ccc2O1	-18%
CC(=O)Nc1ccc(/C=C/C(=O)c2ccc(-n3nncc3-c3ccccc3)cc2)cc1	-56%
CC(C)C[C@H]1CNC(=S)N1C[C@H]1CCCN1C[C@H](Cc1ccccc1)N1C[C@H](CC(C)C)N(CCc2ccccc2)C1=S	-29%
CCCCNC(=O)C1(C)CCN1C(=O)c1ccc(F)cc1Cl (stereo unspecified)	0%
CC1=C(C(=O)N(C)C)CC(CC(=O)NCCc2ccccn2)C(=O)N1Cc1ccc(C(C)(C)C)cc1 (stereo unspecified)	10%
Cc1ccc(CN2CCC2(C)C(=O)NC2CCc3ccccc32)cc1 (stereo unspecified)	-5%
CCCCN(C)C(=O)c1ccc(Nc2nc(C(N)CCc3ccccc3)cs2)nc1 (stereo unspecified)	-7%
CC(=O)Oc1ccc2cc(-c3nc4c(s3)CCc3ccccc3-4)c(=O)oc2c1	10%
C=C1C=C(C)n2ncc(C(=O)NCCCCCC)c2N1	12%
COc1ccc(S(=O)(=O)N(C)[C@H]2C[C@H]3c4cc(N5CCN(C)CC5)ccc4CCN3C(=O)[C@H]2[C@H](C)O)cc1	-21%
Cc1ccc(S(=O)(=O)NC(=O)C2(C)CCN2C(=O)c2ccccc2CCc2ccccc2)nc1 (stereo unspecified)	-2%
CCCN1CNc2c(c(=O)[nH]c(=S)n2Cc2ccc(OC)c(OC)c2)C1	7%
COc1ccc(CCNC(=O)Nc2ccc3c(c2)c(=O)n(C)n3Cc2ccc(F)cc2)cc1OC	6%
CSc1ccc(CN2CCC2(C)C(=O)NC2CCc3ccccc32)cc1 (stereo unspecified)	0%
CCc1nc2c(OCC(=O)c3ccc(Cl)cc3Cl)cccn2c1N(C=O)Cc1ccc(OC)cc1	-18%
Clc1ccc(CSc2ncnc3c2ncn3C2CCCCO2)cc1 (stereo unspecified)	51%
COc1cc(-c2nnc(COC(=O)c3cccn3C)o2)cc(OC)c1OC	-16%
CC12CCC(C(=O)C1)C1(C)CCCC(=O)C21 (stereo unspecified)	-14%
CCOc1ccc(Nc2cc(C)nc3ccc(C)cc23)cc1	-53%
CC(C)C[C@@H](CNCC(=O)[C@H](Cc1c[nH]c2ccccc12)NC(=O)c1[nH]cnc1C(=O)N[C@@H](C)CN)NC(=O)c1nc[nH]c1C(=O)N[C@@H](C)C(=O)O	11%
COc1ccc2c(c1)C(O)C(CO)C(C(=O)O)C2 (stereo unspecified)	-11%
CC(=O)Nc1ccc(-c2ccnc3c2CC(C(=O)NCc2cccc(Cl)c2)O3)cc1 (stereo unspecified)	-33%
C=CC1(C)CN(Cc2ccco2)S(=O)(=O)c2c(F)cccc2O1 (stereo unspecified)	4%
CC(CCl)n1c(=O)c2ccccc2n1C(=O)c1ccccc1 (stereo unspecified)	19%
CC12CCCC(CC(=O)O)(C1)NC(=O)C2 (stereo unspecified)	-2%
CC(C)NC(=O)c1csc([C@@H]2O[C@H](CO)[C@H](O)[C@H](O)[C@H]2O)n1	4%
COc1ccccc1C(=O)NCCCCNC(=O)c1ccccc1OC	1%
O=C(NCCCN1CCOCC1)c1cc(S(=O)(=O)N2CCCCC2)ccc1Cl	-13%
CC(C)(C)Cc1c(-c2ccc(F)cc2)nc2ccc(Br)cn12	-6%
O=C(NCc1cccnc1)c1cc(C2CCCN(C(=O)c3ccccn3)C2)on1 (stereo unspecified)	27%
O=C(NN=Cc1ccccc1)NN=Cc1ccccc1	53%
Nc1nc(=O)n(C2CCCCO2)cc1Br (stereo unspecified)	22%
Nc1nc(-c2ccccc2)c(CCCNc2ccccc2)c(=O)[nH]1	-14%
COc1cc(C(=O)N2CCN(CC(O)COc3ccccc3)CC2)cc(OC)c1OC (stereo unspecified)	1%
O=C(Nc1ccc(Nc2ccccc2)cc1)c1ccccc1	3.5µM*
Cc1ccc(OC(=O)N(C)C[C@@H]2OCc3cn(nn3)CCCC(=O)N([C@H](C)CO)C[C@H]2C)cc1	-3%
O=C(COC(=O)c1cc(S(=O)(=O)N2CCCCC2)ccc1Cl)NC1CCCCC1	-6%
COc1cccc(COC(=O)Nc2ccccc2)c1OC	?
Nc1cc(=O)[nH]c2c1CCC2	2%
CC(=O)C1CCC2C3CCC4CC(=O)CCC4(C)C3C(O)CC12C (stereo unspecified)	-21%
COc1ccc(CCC(=O)c2ccc(OC)cc2)cc1	44%
Other compounds.
SMILES	BRCA1 expr act
COc1ccc(C(=O)Cn2c(N3CCCCC3)nc3c2c(=O)n(C)c(=O)n3C)cc1OC	7%
COCCN(C(=O)CSc1nnc(-c2ccc(F)cc2)n1N)c1c(N)n(CC(C)C)c(=O)[nH]c1=O	13%
Cc1ccc(NC(=O)/C=C/c2ccco2)cc1S(=O)(=O)N1CCCCCC1	-32%
CN(CCc1ccccc1)C(C(=O)Nc1ccc2c(c1)OCCO2)C1CC1 (stereo unspecified)	8%
Cc1cccc(C(=O)OCC(=O)N2c3ccccc3CC2C)c1C (stereo unspecified)	34%
Cc1ccc(F)cc1C(=O)N1CCCC(c2cc(C(=O)Nc3ccccc3Cl)no2)C1 (stereo unspecified)	26%
COc1ccc(Cl)cc1NC(=O)CN1C(=O)C(=O)N(C2CCCC2)C1=O	-7%
COc1ccc(NC(=O)C2(C)Cc3c(-c4ccc(C(N)=O)cc4)ccnc3O2)cn1 (stereo unspecified)	15%
O=C1Nc2ccccc2N(C(=O)c2ccc(-c3ccccc3)cc2)C1c1nc2ccccc2[nH]1 (stereo unspecified)	36%
C=C1CCN([C@@H](Cc2ccccc2)C(=O)N2CCOCC2)S(=O)(=O)c2ccccc21	0%
O=C(O)c1ccccc1C=NNc1ccc([N+](=O)[O-])cn1	1%
COc1ccc(Br)c(Cn2c(C)c(C(=O)NCc3cccc([N+](=O)[O-])c3)sc2=O)c1	-10%
CCCC1NC(=O)c2cc3ccccc3cc2-n2c1nc1ccc(F)cc1c2=O (stereo unspecified)	-23%
CCOc1ccc(OCC(=O)N2CCN(S(=O)(=O)c3ccccc3)CC2)cc1	1%
CCOc1n[nH]c(-c2ccccc2)n1	7%

As a working copy, part of the list above.
SMILES	BRCA1 expr act
Cc1ccc(OC(=O)N(C)C[C@@H]2OCc3cn(nn3)CCCC(=O)N([C@H](C)CO)C[C@H]2C)cc1	-3%
O=C(COC(=O)c1cc(S(=O)(=O)N2CCCCC2)ccc1Cl)NC1CCCCC1	-6%
COc1cccc(COC(=O)Nc2ccccc2)c1OC	?
Nc1cc(=O)[nH]c2c1CCC2	2%
CC(=O)C1CCC2C3CCC4CC(=O)CCC4(C)C3C(O)CC12C (stereo unspecified)	-21%
COc1ccc(CCC(=O)c2ccc(OC)cc2)cc1	44%
COc1ccc(C(=O)Cn2c(N3CCCCC3)nc3c2c(=O)n(C)c(=O)n3C)cc1OC	7%
COCCN(C(=O)CSc1nnc(-c2ccc(F)cc2)n1N)c1c(N)n(CC(C)C)c(=O)[nH]c1=O	13%
Cc1ccc(NC(=O)/C=C/c2ccco2)cc1S(=O)(=O)N1CCCCCC1	-32%
CN(CCc1ccccc1)C(C(=O)Nc1ccc2c(c1)OCCO2)C1CC1 (stereo unspecified)	8%
Cc1cccc(C(=O)OCC(=O)N2c3ccccc3CC2C)c1C (stereo unspecified)	34%
Cc1ccc(F)cc1C(=O)N1CCCC(c2cc(C(=O)Nc3ccccc3Cl)no2)C1 (stereo unspecified)	26%
COc1ccc(Cl)cc1NC(=O)CN1C(=O)C(=O)N(C2CCCC2)C1=O	-7%
COc1ccc(NC(=O)C2(C)Cc3c(-c4ccc(C(N)=O)cc4)ccnc3O2)cn1 (stereo unspecified)	15%
O=C1Nc2ccccc2N(C(=O)c2ccc(-c3ccccc3)cc2)C1c1nc2ccccc2[nH]1 (stereo unspecified)	36%
C=C1CCN([C@@H](Cc2ccccc2)C(=O)N2CCOCC2)S(=O)(=O)c2ccccc21	0%
O=C(O)c1ccccc1C=NNc1ccc([N+](=O)[O-])cn1	1%
COc1ccc(Br)c(Cn2c(C)c(C(=O)NCc3cccc([N+](=O)[O-])c3)sc2=O)c1	-10%

Additional results follow:
SMILES	BRCA1 expr act
CN1CCN(C2Cc3ccc(F)cc3Sc3cc(F)c(Cl)cc32)CC1 (stereo unspecified)	-16%
CC1=NN(c2ccccc2)C(c2ccco2)C1 (stereo unspecified)	9%
O=C(OCCc1ccccn1)c1cccc([N+](=O)[O-])c1	74%
OCc1nc2ccccc2n1CCCc1ccccc1	6%
CCCCc1ccc(NC(=O)C2CCCC2)cc1	?
O=[N+]([O-])c1ccccc1SNc1ccccc1	-51%
CCn1c(SCC(=O)NCc2ccco2)nnc1-c1cccc(N(C)C)c1	-1%
COc1ccc(-c2coc3c(C(=O)NCC(C)C)cccc23)c(C)c1	-35%
Cc1cc(C)c(C(=O)NCC(=O)c2ccccc2)c(C)c1	40%
COc1ccc(-c2oc3ccc(-c4ccc5c(c4)OCO5)cc3c2-c2ccc(OC)nc2)cc1	-11%
O=C(C1CCCO1)N1CCN(C(=O)C23CC4CC(CC(C4)C2)C3)CC1 (stereo unspecified)	0%
N#CC1C(=O)NC(=O)CC12CCCCC2 (stereo unspecified)	-15%
COc1cc(CN2C(=O)C(C)ON=C2c2cccs2)cc(OC)c1 (stereo unspecified)	-7%
CCS(=O)(=O)N1CCN(C(=O)c2ccc3nc(C)c(N(C)C(=O)CCc4ccccc4)n3c2)CC1	-6%
O=C(Nc1cccc(-c2ccc(N3CCOCC3)nn2)c1)c1cccc(Cl)c1	7.1µM*
c1ccc2c(c1)-c1nc3ccccc3cc1C2N1CCCCC1 (stereo unspecified)	-2%
Cc1ccccc1P(=O)(c1ccccc1)c1ccccc1C	7%
COc1ccc2c(c1)CCC1(C)CC(=O)C(Br)=C21 (stereo unspecified)	4%
COc1ccc(CC(=O)N/N=C/c2ccc(C)s2)cc1	12%
CNC(=O)C[C@H]1C(=O)N(c2ccccc2)C[C@@H]1C	8%
COc1ccc(C=NNc2ccc([N+](=O)[O-])cn2)cc1	?
CC(=O)Nc1ccc2c(c1)Cc1c-2cc(Br)c(N)c1Br	-25%
C[C@H](CO)N1C[C@H](C)[C@@H](CN(C)Cc2cccc(C(F)(F)F)c2)OCc2cnnn2CCCC1=O	-5%
Cc1ccc(-c2nnc(SCCC(=O)Nc3ccccc3)n2C)cc1	21%
CC1(C)N=C(N)N=C(N)N1c1ccc(CCCCc2ccccc2)cc1	-60%
CC1(C(=O)NS(=O)(=O)c2cccc(Cl)c2)CCN1C(=O)Cc1cccs1 (stereo unspecified)	0%
CCCCn1nnnc1C(c1ccccc1OC(F)(F)F)N1CCN(C/C=C/c2ccccc2)CC1 (stereo unspecified)	-28%
COCOCCn1cc(CN2CCS(=O)(=O)N(Cc3ccc(-c4ccccc4)cc3)C(CC(C)C)C2=O)nn1 (stereo unspecified)	-45%
Cc1ccsc1C(=O)N1CCCC(C)(C(=O)O)C1 (stereo unspecified)	-6%
C=C1C=C(C(F)F)n2ncc(C(=O)NCc3ccc(OC)cc3)c2N1	-13%

Overlap with the part before: 2 compounds, followed by the next part.
SMILES	BRCA1 expr act
Cc1ccsc1C(=O)N1CCCC(C)(C(=O)O)C1 (stereo unspecified)	-6%
C=C1C=C(C(F)F)n2ncc(C(=O)NCc3ccc(OC)cc3)c2N1	-13%
COc1ccc(S(=O)(=O)Nc2ccc3c(c2)C(=O)N([C@H](C)CO)C[C@H](C)[C@@H](CN(C)S(=O)(=O)c2ccc(OC)cc2)O3)cc1	-14%
CC(C)(C)[C@H]1C=C(C(=O)O)O[C@@H](OCc2ccc(CO)cc2)C1	5%
COC(=O)C1(C(=O)OC)C/C=C\CN(S(=O)(=O)c2ccccc2[N+](=O)[O-])CCC1	1%
COc1ccc(OC)c(CCNC(=O)Cc2ccc(NC(=O)C3=C(C)OCCS3)cc2)c1	63%
O=C(NCc1ccccc1)C1c2ccccc2OCC(=O)N1CC(F)(F)F (stereo unspecified)	-14%
COc1ccc(-c2ccc3oc(-c4ccc(OC)cc4)c(-c4cc(OC)c(OC)c(OC)c4)c3c2)cc1	8%
COc1ccc(OC)c(C2=CC(=O)C[C@H](c3ccc(F)cc3)C2)c1	-22%
OC[C@@H]1CN(Cc2ccccc2)C[C@H](n2cnc3c(NC4CC4)ncnc32)O1	0%
